Compound activity as filed in PubChem BioAssay.
APEX1 inh – inhibitors of human APE1 endonuclease; P27695; recombinant APE1, TAMRA/BHQ-2 abasic DNA cleavage fluorescence; Potency, µM (series often up to 65.8 µM), for the others: top-dose activity change, negative = inhibition, actives largely listed as inhibitors; 350,000 tested, 0.35% active; AID 2517;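 also: potency is read from the fitted curve at half-maximal effect; plate controls were vehicle for no effect and reference inhibitor for full effect; nearly all actives have a fitted effect of over 55% in size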
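APE1 at 0.75 nM final was preincubated with compound 15 min at room temperature, then 50 nM double-stranded THF abasic-site substrate (5'-TAMRA/3'-BHQ-2) was added. Fluorescence (ex 525/em 598 nm) was read kinetically; third-minus-first read gave activity.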
Pol kappa inh – blocks human DNA polymerase kappa activity; purified Pol kappa, fluorescent DNA synthesis assay, 10 min; 400,000 tested, 0.53% active; Potency, µM (series often up to 107 µM), inactives show at the highest dose activity, negative = inhibition, hits mostly inhibitors; AID 588579; also: potency is read from the fitted curve at half-maximal effect; % is scaled to controls: 0 for no effect and ±100 for the full control effect
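Fluorescent qHTS in 1536-well format: enzyme (10 nM) and compound sat 15 min at room temperature before 50 nM substrate (final) was added. Signal taken at 0 and 10 min; no-enzyme buffer wells were negative controls.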
Tb PGK inh – T. brucei PGK inhibition; 380,000 tested, 0.043% active; P07378; AID 602233; PGK/GAPDH coupled, Kinase-Glo luminescence, 60 min; Potency, µM (highest dose often 57.5 µM), for the others: at the highest dose activity change, negative = inhibition, usual class: inhibitors; also: potency is read from the fitted curve at half-maximal effect; % is scaled to controls: 0 for no effect and ±100 for the full control effect; nearly all actives have a fitted effect of over 60% in size
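Recombinant glycosomal PGK reaction used 1,3-bisphosphoglycerate generated in-well by GAPDH (100nM final) in 100mM TEA pH 7.6, 5mM MgCl2, 0.01% Tween-20. After 60 minutes at room temperature, ATP was read by Kinase-Glo Plus luminescence end-point.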
Pol eta inh – inhibitors of human DNA polymerase eta. AID 588591. Potency, µM (highest dose often 114 µM), inactives show at the highest dose activity change, negative = inhibition, usual class: inhibitors. Q9Y253. 390,000 tested, 1.2% active. recombinant Pol eta, fluorescent DNA replication assay; also: potency is read from the fitted curve at half-maximal effect; % is scaled to controls: 0 for no effect and ±100 for the full control effect
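Pol eta (10 nM) was preincubated with compounds for 15 min at room temperature, after which fluorescent replication substrate (50 nM final) was added to start the reaction. Fluorescence was read kinetically at 0 and 10 min.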
Apoferritin bind – candidate novel general anesthetic via apoferritin binding; apoferritin/1-aminoanthracene competitive binding, fluorescence; Potency, µM (doses to about 77.5 µM), inactives show at the highest dose activity change, negative = displacement, hits mostly inhibitors; 350,000 tested, 0.074% active; AID 485281; also: potency is read from the fitted curve at half-maximal effect; % is scaled to controls: 0 for no effect and ±100 for the full control effect; nearly all actives have a fitted effect of over 20% in size
Target sequence (P02791 2-175 limits assumed): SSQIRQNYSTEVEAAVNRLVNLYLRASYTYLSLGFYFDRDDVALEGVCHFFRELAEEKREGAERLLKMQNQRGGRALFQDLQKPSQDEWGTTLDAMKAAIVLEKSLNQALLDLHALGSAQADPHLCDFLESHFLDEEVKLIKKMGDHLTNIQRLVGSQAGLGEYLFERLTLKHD
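10 uM apoferritin + 50% sat. 1-AMA, PBS; cpd 10 min RT; Ex380/Em535 endpoint; normalized to free probe vs complex; 4-param Hill fit; propofol titration as pos. ctrl.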
BLM helicase inh – blocks DNA unwinding by human BLM helicase; recombinant BLM DNA unwinding, fluorescence dequenching; 350,000 tested, 0.2% active; P54132; Potency, µM (highest dose often 56.1 µM), without a hit: at the highest dose activity change, negative = inhibition, usual class: inhibitors;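 also: potency is read from the fitted curve at half-maximal effect; plate controls were vehicle for no effect and no enzyme for full effect; nearly all actives have a fitted effect of over 35% in size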
POLB inh – inhibitors of human DNA polymerase beta | P06746 | Pol beta primer extension/strand displacement, fluorescence kinetic | Potency, µM (series often up to 114 µM), without a hit: at the top dose activity change, negative = inhibition, actives largely listed as inhibitors | 340,000 tested, 1.3% active | AID 485314; also: potency is read from the fitted curve at half-maximal effect; % is scaled to controls: 0 for no effect and ±100 for the full control effect
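Kinetic readout of DNA synthesis with strand displacement by Pol beta. Compound and 10 nM enzyme sit 15 min at room temperature; 50 nM substrate starts the reaction, read immediately and at 10 min.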
RXFP1 antagonist – RXFP1 (human) relaxin receptor antagonism; HEK293-RXFP1, relaxin-stimulated cAMP HTRF, 30 min; stronger effect = lower value; activity change, negative = inhibition, % at 57.5 µM; 350,000 tested, 0.59% active; AID 1259400;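 active = activity change of -60% or lower, but not beyond a set lower limit; inconclusive = change between -60% and -40%, or beyond the set limit; inactive = change above -40%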; also: % is scaled to controls: 0 for no effect and ±100 for the full control effect
POLI inh – DNA polymerase iota (human) inhibition; Pol iota fluorescent replication assay, 10 min; 390,000 tested, 1% active; Potency, µM (series often up to 115 µM), inactives show at the highest dose activity, negative = inhibition, usual class: inhibitors; AID 588590; Q9UNA4; also: potency is read from the fitted curve at half-maximal effect
Target sequence (Q9UNA4 whole entry, looked up): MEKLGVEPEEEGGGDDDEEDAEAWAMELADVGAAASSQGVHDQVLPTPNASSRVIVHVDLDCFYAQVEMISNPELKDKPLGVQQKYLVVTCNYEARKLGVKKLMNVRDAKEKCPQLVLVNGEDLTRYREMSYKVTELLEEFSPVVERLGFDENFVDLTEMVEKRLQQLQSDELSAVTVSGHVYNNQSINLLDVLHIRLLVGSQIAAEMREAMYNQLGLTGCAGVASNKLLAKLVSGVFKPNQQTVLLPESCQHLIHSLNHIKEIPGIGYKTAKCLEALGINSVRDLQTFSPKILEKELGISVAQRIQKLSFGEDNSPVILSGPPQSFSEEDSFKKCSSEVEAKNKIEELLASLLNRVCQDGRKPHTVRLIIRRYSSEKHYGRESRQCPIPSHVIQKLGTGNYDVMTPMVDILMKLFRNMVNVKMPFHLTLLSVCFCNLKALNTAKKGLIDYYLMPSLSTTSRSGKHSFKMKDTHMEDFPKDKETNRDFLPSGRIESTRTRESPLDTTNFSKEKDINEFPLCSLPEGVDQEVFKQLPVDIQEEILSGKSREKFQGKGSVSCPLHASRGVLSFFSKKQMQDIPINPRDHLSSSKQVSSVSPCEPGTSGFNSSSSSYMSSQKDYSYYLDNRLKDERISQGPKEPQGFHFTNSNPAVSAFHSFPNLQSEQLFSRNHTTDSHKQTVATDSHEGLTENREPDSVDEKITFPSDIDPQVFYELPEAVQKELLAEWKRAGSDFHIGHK
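Fluorescent replication assay read twice, at 0 min and 10 min after adding 50 nM (final) substrate. Enzyme (10 nM) and compounds were first incubated 15 min at room temperature; enzyme-free buffer wells were negative controls.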
* hit, by the source's call; i = inactive; ? = inconclusive; . = no result given; & = joins results of further samples; [ ] = dose if it differs, or a comment. Unless noted, calls follow the shape of the dose curve; as a rule, active = well fitted curve in the direction sought with a large enough effect; inconclusive = small, poorly fitted or top-dose-only effect, or another doubt; inactive = no such curve, though single readings can be large; an effect the other way counts as inactive or inconclusive. This is a subset (hit frequency here may not be typical).

Compound,APEX1 inh,Pol kappa inh,Tb PGK inh,Pol eta inh,Apoferritin bind,BLM helicase inh,POLB inh,RXFP1 antagonist,POLI inh
Cc1ccc(C2N(c3ccc(Cl)c(Cl)c3)C(=O)C3CCCN32)o1 (stereo not drawn),1%,-11%,i,-13%,-1%,1%,-1%,2,5%
COc1ccccc1C(=O)N(CCC1CCCN1C)c1nc2ccccc2s1 (stereo not drawn),1%,5%,-4%,-22%,-9%,2%,?,-17,42%[activator]
CCCCCCn1c(NCC)nc2c1c(=O)[nH]c(=O)n2C,-2%,-2%,-3%,-8%,-6%,0%,3%,-5,7%
S=C(NCc1ccco1)N1CCC(c2nc3ccccc3o2)CC1,-3%,-11%,1%,-4%,-11%,-7%,0%,-10,-8%
CCOc1ccc(CNS(=O)(=O)c2ccc(-c3ccc(=O)[nH]n3)o2)cc1OC,3%,-9%,2%,1%,-6%,0%,43%,-5,26%
Cc1cc(C(=O)NC2=NCCS2)c2ccccc2n1,-4%,0%,-7%,-22%,3%,-4%,0%,-2,-10%
Brc1c(Br)c(Br)c2[nH]cnc2c1Br,-8%,-9%&8%[60.1 µM],.,.,-19%,-3%,.,.,.
COc1ccc(NC(=O)N2CCCCCC2)c(OC)c1,2%,5%,11%,-1%,-17%,-5%,18%,-4,90%[activator]
COc1ccc(CC(=O)NCc2ccc3c(c2)CCN3C(=O)c2cccc(C)c2)cc1,.,-5%[60.1 µM],-1%,-2%,-9%,-1%,4%,-97*,-12%
CCOC(=O)c1c(C)[nH]c(C)c1C(=O)COC(=O)C1CC(=O)N(CCc2ccccc2)C1 (stereo not drawn),8%,-7%,-10%,-2%,.,.,.,0,84%[activator]
O=C(COC(=O)Cc1ccsc1)NCC1CCCCC1,2%,-9%,9%,-13%,?,-2%,-6%,-1,14%
CC(C)C(=O)Nc1ccc(NC(=O)c2cccnc2)cn1,0%,-5%,-2%,-5%,-15%,1%,9%,-29,-4%
C/C=N/N(c1ccccc1)c1ccccc1,5%,17%,i,20%,-13%,-1%,18%,5,45%[activator]
O=C(NCCc1ccccc1)c1cnc2sccn2c1=O,-4%,0%,i,-8%,-2%,6%,-16%,.,?
CCOC(=O)C1=C(C)N=C2SC(C(=O)OC)=CC(=O)N2C1c1ccc(F)cc1 (stereo not drawn),-10%,-10%,.,-5%,?,-9%,?,-21,?
COc1ccc(C[C@H]2CN3C(=NC[C@@H]3C(C)C)N2C[C@H](C)NC(=O)c2ccc(C)c(Br)c2)cc1,1%,3%,-4%,-23%,-20%,2%,19%,.,16%
CCN1CCN(C(=O)c2cc(=O)c3cc(C)ccc3o2)CC1,-9%,-4%,i,-9%,-11%,-2%,-2%,-7,-11%
CCOC1=C/C(=C/c2c(N)n3nc(CC(=O)N4CCCC4)sc3nc2=O)C=CC1=O,65%[activator],-41%,-3%,?,-2%,-4%,-28%,3,?
COc1ccc(CNC(=O)[C@@H]2CC=C[C@@H]3CCN(C4CCCCC4)C(=O)[C@@H]32)cc1,.,4%&-6%,-2%,-4%,.,.,.,.,89%&21%[activator]
CCC1=NN(C(=O)Cc2ccc([N+](=O)[O-])cc2)C(O)(C(F)(F)F)C1 (stereo not drawn),4%,12%,-6%,-7%,-18%,9%,-3%,.,-7%
c1ccc(CNC23CC4CC(CC(C4)C2)C3)nc1,-2%,-14%,4%,-10%,1%,5%,-6%,-13,56%[activator]
C1CC(=NN=C2CCSCC2)CCS1,.,-18%,14%,-9%,.,.,.,6,24%
Cc1cc(Cl)c(S(=O)(=O)N2CCSCC2)cc1OCC(N)=O,-16%,-10%,4%,2%,-8%,-2%,9%,2,-9%
Cc1cc(S(=O)(=O)N2CCOCC2)ccc1OCC(=O)N1CCC(C(N)=O)CC1,13%,0%,i,-3%,0%,-2%,41%,20,31%[activator]
CCOCCn1c(SC)nc2c1c(=O)[nH]c(=O)n2C,18%,6%,-3%,-5%,5%,2%,22%,-10,-8%
CCCCNC(=O)c1onc(CSc2cc(C)ccc2C)c1C(=O)O,-11%,10%,-7%,-14%,-10%,2%,?,.,14%
CN(CC(=O)Nc1ccc(F)cc1)C(=O)CN1C(=O)NC2(CCCC2)C1=O,41%[activator],-10%,i,-3%,.,.,.,-5,23%
O=C(COC(=O)c1ccc(O)cc1)NC(c1ccccc1)c1ccccc1,5%,-8%,i,-21%,.,.,.,-3,14%
CS(=O)(=O)N(CC(=O)Nc1ccc(CC#N)cc1)c1ccc(C23CC4CC(CC(C4)C2)C3)cc1,5%,-12%,.,-18%,-12%,-13%,5%,-8,?
CCc1ccc(N2C(=O)C3C4CCC(C4=C(C)C)C3C2=O)cc1 (stereo not drawn),0%,-1%,2%,-17%,-23%,-2%,12%,4,3%
CC1Cc2ccccc2N1C(=O)c1cc2sccc2n1Cc1ccc(F)cc1 (stereo not drawn),1%,-6%,-3%,-1%,-2%,-7%,-22%,3,?
CCC(=O)N1CCc2cc(S(=O)(=O)NC(Cc3ccccc3)C(=O)NCc3ccc(F)cc3)ccc21 (stereo not drawn),.,-15%,-5%,-7%,-1%,-2%,-1%,-11,28%
CCn1c(/C=C/c2ccc(F)cc2)nc2ccccc2c1=O,27%,-11%,-3%,-16%,-18%,-6%,-10%,0,?
COc1ccc2[nH]c3c(N4CCc5ccccc5C4)ncnc3c2c1,-7%,-8%,5%,-18%,3%,-14%,?,?,?
Cc1cc(C)cc(N(CC(=O)N2CC=C(c3ccccc3)CC2)S(=O)(=O)c2c(C)noc2C)c1,6%,-3%,-7%,-11%,5%,0%,40%,.,7%
CCOC(=O)C1CCCN(C(=O)c2ccc(-c3ccccc3Cl)o2)C1 (stereo not drawn),.,4%,-4%,-21%,.,.,.,-17,6%
COc1ccc(CC(=O)N2CC(C)CC(C)C2)cc1OC (stereo not drawn),-5%,-2%,1%,-1%,-22%,-1%,0%,5,12%
O=C(NCCc1ccccc1)c1ccc(-c2ccc(F)cc2)o1,4%,-8%,5%,-19%,-20%,-7%,0%,-13,68%[activator]
COc1cccc2c1Oc1ncccc1N(C(=O)CCC(=O)NCc1ccccc1Cl)C2,47%[activator],-3%&-11%,3%&-5%,0%&-3%,-10%&3%,-1%&-3%,1%&-1%,-2&-2,-7%&0%
Cc1c(-c2ccc(O)cc2)nc2nc(-c3ccccc3)c(-c3ccccc3)nn12,-1%,.,.,.,-14%,-3%,2%,.,.
CCc1ccc(C(=O)CSc2nc(C)cc(=O)[nH]2)cc1,0%,-12%,6%,3%,-24%,3%,5%,0,10%
COc1ccc(NC(=O)/C=C/c2ccc(OC(F)F)cc2)cn1,-9%,2%,-3%,-9%,3%,-3%,1%,-23,15%
Cc1ccc(S(=O)(=O)c2nnn3c2nc(N2CCC(C(N)=O)CC2)c2ccccc23)cc1,-20%,-5%,12%,2%,-9%,2%,2%,10,-17%
COCCCNC(=O)c1cc2c(=O)n(C)c3ccccc3c2n1C,-2%,13%,0%,-16%,-2%,-6%,10%,-5,-11%
CCC(=O)N/C(=N/c1nc(C)cc(C)n1)Nc1ccccc1,-2%,-3%,-8%,-19%,-4%,-1%,12%,-8,66%[activator]
COc1ccc(N2CCc3c(C)nc4c(OC)cc(OC)cc4c32)cc1,-5%,-2%,22%,-3%,-23%,169%[activator],40µM*,-20,25%
O=C(Nc1ccc2ncccc2c1)c1ccccc1,7%,1%,-1%,-12%,-5%,2%,-12%,-6,-12%
CC(C)Cn1cc(F)c(=O)n(CC(C)C)c1=O,2%,0%,-9%,-11%,-6%,-2%,-1%,-35,-25%
COc1ccc(OCC(=O)Nc2ccc(S(=O)(=O)N3CCCC3)cc2)cc1,20%,-20%,-2%,8%,-17%,-11%,-7%,10,27%
COc1ccc(Br)cc1CNC(=O)C1CCN(c2nnc(-n3cccc3CNc3ccc(C)cc3)s2)CC1,.,-1%,.,.,7%,-7%,20%,2,-1%
CCn1c(=O)cc(OCC(=O)Nc2ccccc2Cl)c2ccccc21,.,-16%[60.1 µM],0%,-2%,-11%,-5%,3%,-3,18%
O=C(c1nn2c(C(F)(F)F)cc(-c3ccco3)nc2c1Br)N1CCCc2ccccc21,4%,-6%,-5%,-21%,0%,-11%,-19%,-28,11%
CCOc1ccc(CNC(=S)N/N=C/c2cccnc2)cc1,1%,-4%[60.1 µM],-1%,-24%,-9%,-6%,26%,0,17%
O=C(COC(=O)Cn1[nH]c(=O)c2ccccc2c1=O)Nc1c(Cl)cccc1C(F)(F)F,2%,-15%,11%,-4%,.,.,.,.,6%
O=C(CNC(=O)c1ccccc1)OCc1nnc(-c2ccccc2)o1,12%,-15%,-6%,-5%,.,.,.,12,26%
CC1CCCC(NC(=O)COC(=O)/C=C/c2ccc([N+](=O)[O-])cc2)C1C (stereo not drawn),2%,-17%,-3%,-12%,.,.,.,-1,10%
O=C(CN1CCN(CC(=O)Nc2ccc(-c3ccccc3)cc2)CC1)Nc1ccc(F)cc1,33%,1%,-10%,-20%,-1%,-5%,15%,-12,34%[activator]
